Assay outcomes as filed in PubChem BioAssay.
FXIIa inh 1536: human FXIIa protease inhibitors, primary screen, biochemical, 1536-well; Coagulation factor XII (Homo sapiens), P00748; purified FXIIa, Boc-QGR-AMC fluorogenic substrate, 2 h; inhibition, % at 5 µM; hit rate 0.3% among 220,000; in the data active means inhibition above about 40%;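 further: 0% = enzyme with no compound and 100% = blank without enzyme; many of its hits are not listed in these tables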
Target sequence (P00748 20-372 limits assumed): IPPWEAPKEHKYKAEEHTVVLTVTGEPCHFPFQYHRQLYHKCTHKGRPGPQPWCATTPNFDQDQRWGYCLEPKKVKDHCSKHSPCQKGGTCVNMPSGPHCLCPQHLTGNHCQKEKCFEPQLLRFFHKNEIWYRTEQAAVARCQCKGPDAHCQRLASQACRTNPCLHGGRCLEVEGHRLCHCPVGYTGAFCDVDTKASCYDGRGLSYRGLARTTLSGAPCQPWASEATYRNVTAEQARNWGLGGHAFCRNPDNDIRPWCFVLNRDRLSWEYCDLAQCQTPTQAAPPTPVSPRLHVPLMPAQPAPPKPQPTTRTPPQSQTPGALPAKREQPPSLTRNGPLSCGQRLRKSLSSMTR
Target sequence (P00748 373-615 limits assumed): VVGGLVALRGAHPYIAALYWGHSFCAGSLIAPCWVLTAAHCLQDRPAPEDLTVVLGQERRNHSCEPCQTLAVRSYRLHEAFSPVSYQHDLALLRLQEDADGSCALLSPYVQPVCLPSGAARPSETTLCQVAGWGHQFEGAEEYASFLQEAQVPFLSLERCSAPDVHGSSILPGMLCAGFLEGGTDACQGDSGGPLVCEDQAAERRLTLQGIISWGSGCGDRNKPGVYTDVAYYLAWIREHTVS
Wee1 stabilizer: Wee1 degradation inhibitors, primary screen, cell-based, HeLa, Wee1K328M-luciferase, luminescence; Wee1-like protein kinase (Homo sapiens), P30291; HeLa Luc-Wee1K328M stability; 100% = proteasome inhibitor MG132 effect; reporter increase, % at 5 µM; hit rate 1.2% among 220,000; AID 1321, 2008;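 active means activation above the mean of all tested compounds plus 3 SD, set per screening run, cut at about 8.8% in these data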;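 further: cells exposed to compound for 20 h before luminescence read; 0% = DMSO alone and 100% = MG132 at 30 µM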
Rad51 HR inh: human RAD51 strand exchange inhibitors, primary screen, biochemical, fluorescence; DNA repair protein RAD51 homolog 1 (Homo sapiens), Q06609; hRad51 DNA strand exchange, fluorescence dequenching; inhibition, % at 10 µM; hit rate 0.085% among 200,000;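 active means inhibition above 40% at the single screening dose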;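 further: 0% = DMSO control wells and 100% = blanks with heterologous ssDNA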
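material = hRad51 filaments on single-stranded DNA | reagent = Donor/quencher-labelled 47-bp dsDNA substrate | compound = 10 µM final, single point | schedule = strand-exchange reaction 15 min at room temperature | measured by = fluorescein emission 520 nm, excitation 485 nm | read-out basis = % inhibition versus plate control and blank means | benchmarks = plate controls and plate blanks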
KLK5 inh: human KLK5 protease inhibitors, primary screen, biochemical, 1536-well. Kallikrein-5 (Homo sapiens), Q9Y337. recombinant hK5, fluorogenic AMC substrate cleavage. inhibition, % at 5 µM. hit rate 0.59% among 210,000;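 active means inhibition of 40% or more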;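 further: 0% = enzyme controls without compound and 100% = no-enzyme blanks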
p97 ATPase inh: inhibitors of human p97 ATPase, primary screen, biochemical. hit rate 0.42% among 220,000. recombinant p97 ATPase, Kinase-Glo ATP luminescence, 3 h. inhibition, % at 8 µM. Transitional endoplasmic reticulum ATPase (Homo sapiens), P55072; in the data active means inhibition above about 15%;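 further: 0% = DMSO vehicle and 100% = wells lacking enzyme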
eIF4E-4G inh: eIF4E–eIF4G protein interaction inhibitors, primary screen, biochemical, uHTS, TR-FRET, eIF4GI fragment; Eukaryotic translation initiation factor 4E (Mus musculus) + Eukaryotic translation …; TR-FRET eIF4E-eIF4GI(517-606) binding, 2 h; inhibition, % at 21.7 µM; hit rate 0.37% among 220,000; AID 782, 2007;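 active means inhibition above about 30%, limit read from the data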;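 further: 0% = full FRET control wells and 100% = background wells lacking eIF4GI fragment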
MDM2 E3 inh: MDM2-luciferase reporter signal enhancers, primary screen, MDM2 E3 ligase inhibitor project, cell-based, luminescence, 1536-well; E3 ubiquitin-protein ligase Mdm2 (Homo sapiens), Q00987; cell-based MDM2 ubiquitination luciferase reporter, 2 h; 0 = plate control, 100 = twice control, blank-subtracted; signal enhancement, % at 5 µM; hit rate 0.11% among 210,000; AID 1230, 2008;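 active means signal enhancement of 30% or more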;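 further: luminescence tracks abundance of the self-degrading MDM2-luciferase fusion protein; higher signal means inhibition of MDM2 E3 ligase activity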
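Test system: mammalian cells stably expressing self-ubiquitinating, self-degrading MDM2 E3–luciferase fusion; Amount: 2000 cells in each well; Medium: DMEM; Schedule: 4 h settle plus 2 h compound, 37 °C; Technique: SteadyLite luciferase luminescence after 15 min room-temperature reagent incubation; Benchmarks: plate control and blank wells.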
FXIa inh 1536: human FXIa protease inhibitors, primary screen, biochemical, 1536-well | Coagulation factor XI (Homo sapiens), P03951 | purified FXIa, Boc-Glu-Ala-Arg-AMC fluorogenic substrate | inhibition, % at 5 µM | hit rate 0.14% among 220,000;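 active means inhibition of at least 40%; inactive means inhibition below 40%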;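 further: fluorescence of freed AMC excited at 355 nm; 0% = enzyme without compound and 100% = no enzyme blank; many of its hits are not listed in these tables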
14-3-3 Bad inh: inhibitors of 14-3-3 zeta/Bad binding, primary screen, biochemical, TR-FRET, bovine 14-3-3 zeta. 14-3-3 protein zeta/delta (Bos taurus), P63103. inhibition, % at 21.7 µM. AID 781, 2007. TR-FRET 14-3-3zeta/Dy647-pBad peptide displacement, 1 h. hit rate 0.71% among 220,000;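 active means inhibition above about 70%, limit read from the data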;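 further: 0% = full 14-3-3 plus peptide FRET controls and 100% = background without 14-3-3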
Target sequence (P63103 whole entry, looked up): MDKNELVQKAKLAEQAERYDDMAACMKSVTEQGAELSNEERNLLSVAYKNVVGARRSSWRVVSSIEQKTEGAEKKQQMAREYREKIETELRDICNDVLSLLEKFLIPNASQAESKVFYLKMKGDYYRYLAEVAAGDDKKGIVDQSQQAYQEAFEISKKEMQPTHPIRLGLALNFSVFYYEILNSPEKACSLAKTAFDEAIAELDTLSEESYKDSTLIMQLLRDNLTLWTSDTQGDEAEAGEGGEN
An asterisk follows results filed as active; x = no result given; [ ] = dose if it differs, or a comment. An excerpt (hit frequency here may not be typical).

structure	FXIIa inh 1536	Wee1 stabilizer	Rad51 HR inh	KLK5 inh	p97 ATPase inh	eIF4E-4G inh	MDM2 E3 inh	FXIa inh 1536	14-3-3 Bad inh
O=C(c1ccc(Cl)cc1)C1CCCN(Cc2ccon2)C1 (stereo not given)	8	0	17	0	6	1	-3	0	-5
Cn1cnnc1Sc1cc(N2CCNCC2)ccc1[N+](=O)[O-]	5	0	13	0	6	1	-12	-3	-4
Cn1ccc(NC(=O)CCl)n1	-1	2	14	-7	1	4	-16	-7	-6
CN1CCN(c2ccc(Cl)cc2N)CC1	10	2	0	4	1	0	1	-1	-1
Cc1nn(Cc2ccccc2)c(C)c1C(=O)O	4	-2	4	17	1	0	-12	0	-6
CSc1nc(N2CCN(C)CC2)c2ccccc2n1	7	15*	x	x	4	-2	-17	-2	-5
CN1CCN(c2ncc(C=O)s2)CC1	x	2	0	-1	-3	-3	-2	-5	-2
Cc1ccc(-c2nc3ccccc3c(=O)n2-c2ccncc2)cc1	2	-1	-3	4	3	3[fluorescence artefact?]	-11	-3	4
CCC(C)NC(=O)c1c(N)n(CC2CCCO2)c2nc3ccccc3nc12 (stereo not given)	-19	1	-3	-15	29*	4	-11	-13	-1
CC(=O)NC1CC2CCC(C1)N2 (stereo not given)	4	-2	-3	-6	4	-9	-19	-3	9
COc1ccc(Nc2ncc(C(=O)N3CCC4(CC3)OCCO4)c3ccccc23)cc1	6	1	-13	-6	-2	7	-15	-6	6
Cn1cccc1/C=C1/C(=O)NC(=S)N(Cc2ccc(F)cc2)C1=O	2	8	-8	-1	2	9	-2	1	-1
CC(C)c1oc(=O)cc2c1[C@@H](O)[C@H]1OC(=O)[C@@]3(C)C[C@@H](O)[C@@H](O)[C@@]2(C)C13 (stereo not given in full)	11	1	0	0	8	1	x	5	1[fluorescence artefact?]
COc1ccc(OC(=O)N(C)C)c(CN(C)C)c1	5	2	12	-7	-3	1	-21	-2	33[fluorescence artefact?]
Cc1nccn1Cc1ccc(Cl)nc1	14	-1	7	-1	1	-1	-8	-2	-7
O=C(CN1C2CCC1CC(O)(c1cccnc1)C2)Nc1ccc2c(c1)OCO2 (stereo not given)	-4	0	0	-14	4	4	-2	-11	-5
Cc1ccc(C(=O)c2cc(Br)ccc2N)cc1	7	0	x	-2	-3	-1	5	-2	0
CCCCN1C(=O)C(C2c3ccccc3C(=O)N2Cc2ccccc2)C(=O)NC1=S (stereo not given)	4	9.9*	-8	-10	-5	8[fluorescence artefact?]	-23	0	36[fluorescence artefact?]
CCOP(=O)(OCC)C(NC(=O)c1ccc(Cl)cc1)=C(Cl)Cl	5	-3	4	-18	-2	-3	-2	2	11
C/C(=N\N1CCCCCC1)c1c(O)n(C2CCCCC2)c(=O)[nH]c1=O	2	-1	6	-6	2	45*	-4	-5	-16
CC(=O)CC(C)(C)n1c[n+](C)nn1	1	1	x	-21	3	-10	3	-2	66[fluorescence artefact?]
O=C(CN1CCN(CCO)CC1)Nc1ccc(Cl)cc1C(=O)c1ccccc1	1	4	-2	0	-2	5[fluorescence artefact?]	2	-2	17
CC1(CCl)CN1S(=O)(=O)c1ccccc1 (stereo not given)	4	-1	15	-1	1	-11	-18	0	-3
CCn1c(O)c(/C=N/NC(=O)c2ccncc2)c(=O)[nH]c1=S	10	3	-7	-86	3	-1	-5	0	-23
C=C1C(=O)O[C@@H]2C[C@@H](C)[C@@H]3C=CC(=O)[C@@]3(C)[C@@H](OC(=O)CC(=O)O[C@H]3[C@@H]4C(=C)C(=O)O[C@@H]4C[C@@H](C)[C@@H]4C=CC(=O)[C@]43C)[C@H]12	8	x	-7	-3	x	-4	-12	-2	-6
Cc1ccc(CCN2CC(C(=O)N3CCC4(CC3)OCCO4)CC2=O)cc1 (stereo not given)	8	2	-8	0	6	5	-3	4	0
O=C(CN1CC=C(c2ccccc2)CC1)Nc1c(Cl)cccc1Cl	7	-2	-36	-14	0	-8	7	8	-5[fluorescence artefact?]
O=C1NC(=O)C2(Cc3c(nc4ccccn4c3=O)N3CCCCCC32)C(=O)N1Cc1ccccc1 (stereo not given)	2	4	2	-14	5	-4	-2	-1	-4
CCCCc1nc2ccccc2c(=O)n1-c1ccccc1[N+](=O)[O-]	10	-1	-7	-4	-4	3	-13	-2	-2
CNC(=O)OCCc1n(C)cc[n+]1C	16	-1	-1	-15	1	1	10	4	-26[fluorescence artefact?]
C=Cn1c(P(=S)(N2CCOCC2)N2CCOCC2)cc2c1CCCC2	15	0	-6	-12	-3	-21	-11	2	-22
COc1cc(Cn2c(N)c(C(=O)NCc3ccco3)c3nc4ccccc4nc32)cc(OC)c1OC	1	-1	1	-33	-1	3	-6	-6	-3
CCOC(=O)/C(CCCN(CC)CC)=N\O	11	7	3	-9	-6	5	-8	1	21[fluorescence artefact?]
COc1ccc(CCNC(=O)c2c(N)n(CCN3CCOCC3)c3nc4ccccc4nc23)cc1OC	10	-2	22	-20	-1	0[fluorescence artefact?]	-6	3	5
CC(N)Cc1ccccc1Sc1ccc(O)cc1 (stereo not given)	21	5	x	-23	-4	5	-19	5	27
COc1cccc(C2(O)CCN(CC(=O)Nc3nc(C)cs3)CC2)c1	8	-2	24	-3	2	2	-9	-1	-11
O=C(Nc1ccc(OC(=O)N2CCCC2)cc1)N1CCOCC1	12	-1	-3	3	-5	-1	0	12	9
Cc1ccsc1-c1nc(CSCC(=O)N2CCC3(CC2)OCCO3)c(C)o1	19	8	-7	6	1	1	-15	7	0
COc1ccccc1CN1CCN(C(=O)COc2cccc(C)c2)CC1	14	2	2	2	-3	2[fluorescence artefact?]	-3	2	42[fluorescence artefact?]
COc1ccc(N2C(=O)NC(=O)C(CCc3ccncc3)(CCc3ccncc3)C2=O)cc1	14	1	6	-20	-3	2	x	5	1
COc1ccc([N+](=O)[O-])cc1N=Cc1c(O)n(CCc2ccccc2)c(=O)n(C(C)C)c1=O	11	-2	x	-1	-5	3	-4	18	8
C/C(=N\N=C(N)N)c1ccccc1	6	0	-6	2	4	-2	-9	2	-4
O=C(Nc1ccc2ccccc2c1)c1nn(C23CC4CC(CC(C4)C2)C3)cc1Br	10	-2	3	1	-7	4	-19	0	5
C[n+]1c(-c2ccccc2)cc(-c2ccc(Cl)cc2)cc1-c1ccccc1	x	0	4	-1	2	6	-19	-3	12
O=C1CC(=O)N(c2cccc(Cl)c2)C(=O)N1	18	0	-35	5	-1	3	-14	5	6
CCCCCCC(=O)N/N=C/c1c(O)n(CCCC)c(=S)[nH]c1=O	7	-1	-1	-32	4	3	-12	3	-10
Cc1cccc(-n2c(O)c(C)c(=O)[nH]c2=S)c1	9	0	8	-1	5	-1	-12	0	-10
COc1cccc(NC(=O)CN2CC(c3ccccc3)CC2=O)c1 (stereo not given)	2	-1	2	-1	-3	-1	-21	2	-12
CC(=NCC1CCCO1)c1c(O)n(-c2ccccc2)c(=O)[nH]c1=O (stereo not given)	11	0	0	6	1	58*	-5	2	-2
c1ccc(-c2nc(N3CCOCC3)s[n+]2-c2ccccc2)cc1	2	0	1	-20	-2	27[fluorescence artefact?]	3	-4	24
Cc1cccc(N2C(=O)NC(=O)/C(=C/c3ccc(-c4ccc(C(=O)O)c(Cl)c4)o3)C2=O)c1	15	2	0	5	6	3	17	1	-13
NC(=S)/N=C/c1c(O)[nH]c(=O)[nH]c1=O	12	-1	15	4	5	4	5	-1	-3
COc1ccc(-n2c(-c3ccc(C)cc3)nc3ccccc3c2=O)cc1	10	4	12	-3	0	-2	-17	-4	0
COc1cc(C(c2c(C)[nH]n(-c3ccccc3)c2=O)c2c(C)[nH]n(-c3ccccc3)c2=O)cc(OC)c1OC	-7	5	x	0	20*	1	-10	-7	-4
N#Cc1ccccc1Cn1cc(C(=O)C2CC2)c2ccccc21	10	1	-3	-4	-4	0	-7	-2	12
Cc1ccc(OCC(=O)N2CCN(Cc3ccc4c(c3)OCO4)CC2)cc1	34	2	-9	19	-11	1	-87	32	29

An excerpt of these results, with two lines to a compound.
Sequence of screens – FXIIa inh 1536, Wee1 stabilizer, Rad51 HR inh, KLK5 inh, p97 ATPase inh, eIF4E-4G inh, MDM2 E3 inh, FXIa inh 1536, 14-3-3 Bad inh
- c1ccc(-c2nc(N3CCOCC3)s[n+]2-c2ccccc2)cc1
 : 2, 0, 1, -20, -2, 27[fluorescence artefact?], 3, -4, 24
- Cc1cccc(N2C(=O)NC(=O)/C(=C/c3ccc(-c4ccc(C(=O)O)c(Cl)c4)o3)C2=O)c1
 : 15, 2, 0, 5, 6, 3, 17, 1, -13
